m-calpain inh: calpain II (pig) inhibition; purified calpain II, fluorogenic peptide substrate, 30 min; inhibition, % at 16 µM; 0.37% of 220,000 active;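 active means inhibition above about 50%, limit read from the data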
Rad51 HR inh: blocks human Rad51 in homologous recombination; hRad51 DNA strand exchange, fluorescence dequenching; inhibition, % at 10 µM; 0.085% of 200,000 active; AID 1385;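 active means inhibition above 40% at the single screening dose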;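 further: 0% = DMSO control wells and 100% = blanks with heterologous ssDNA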
Target sequence (Q06609 whole entry, looked up): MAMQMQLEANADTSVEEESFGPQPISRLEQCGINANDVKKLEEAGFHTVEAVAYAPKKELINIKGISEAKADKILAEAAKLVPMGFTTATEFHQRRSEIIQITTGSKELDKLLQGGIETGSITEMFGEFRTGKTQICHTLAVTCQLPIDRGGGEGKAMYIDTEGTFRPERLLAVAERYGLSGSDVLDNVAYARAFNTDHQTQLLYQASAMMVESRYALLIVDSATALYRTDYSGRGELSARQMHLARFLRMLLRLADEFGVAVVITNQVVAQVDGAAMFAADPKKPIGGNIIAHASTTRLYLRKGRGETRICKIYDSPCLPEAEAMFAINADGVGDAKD
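Test system: preformed human Rad51 ssDNA filaments. Compound dosing: single dose, 10 µM final compound. Incubation: filaments 15 min 37 °C, then compound 30 min. Technique: FRET fluorescence dequenching, excitation 485 nm, emission 520 nm. Read-out basis: percent inhibition from fluorescence, normalised to plate control and blank means. Benchmarks: plate controls and plate blanks.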
Hck-Nef inh: blocks Nef-activated human Hck kinase | P08631 | Recombinant Hck-YEEI plus Nef, Z-Lyte FRET kinase assay | inhibition, % at 20 µM | 0.68% of 220,000 active | AID 463187;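 active means Hck-Nef kinase inhibition above about 50%, limit read from the data; inactive means inhibition below that limit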;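 further: 0% = DMSO with Hck plus Nef and 100% = Hck alone without Nef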
zVAD death inh: blocks zVAD induced death of L929 cells | 0.38% of 220,000 active | AID 1377 | viability rescue, % at 10 µM | L929 zVAD necroptosis rescue, ATP luminescence, 24 h; with zVAD 60 µM;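 active means activation, scaled between plate controls, above about 75%, limit read from the data; inactive means activation under that limit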;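 further: 0% = zVAD with DMSO and 100% = DMSO alone without zVAD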
14-3-3 Bad inh: disrupts binding of bovine 14-3-3 zeta to phospho-Bad peptide. P63103. TR-FRET 14-3-3zeta/Dy647-pBad peptide displacement, 1 h. inhibition, % at 21.7 µM. 0.71% of 220,000 active. AID 781;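 active means inhibition above about 70%, limit read from the data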;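 further: 0% = full 14-3-3 plus peptide FRET controls and 100% = background without 14-3-3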
Target sequence (P63103 whole entry, looked up): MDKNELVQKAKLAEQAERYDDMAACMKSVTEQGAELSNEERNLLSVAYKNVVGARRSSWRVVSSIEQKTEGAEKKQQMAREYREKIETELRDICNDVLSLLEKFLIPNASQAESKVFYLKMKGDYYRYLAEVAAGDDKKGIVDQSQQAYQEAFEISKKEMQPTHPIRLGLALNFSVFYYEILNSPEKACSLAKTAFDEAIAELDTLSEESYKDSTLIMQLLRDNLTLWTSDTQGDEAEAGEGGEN
eIF4E-4G inh: eIF4E/eIF4G interaction inhibition in translation initiation; P63073+Q04637; TR-FRET eIF4E-eIF4GI(517-606) binding, 2 h; inhibition, % at 21.7 µM; 0.37% of 220,000 active; AID 782;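 active means inhibition above about 30%, limit read from the data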;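 further: 0% = full FRET control wells and 100% = background wells lacking eIF4GI fragment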
PGE2 EP2 inh: inhibitors of human EP2 prostaglandin E2 receptor | P43116 | C6 glioma cells expressing human EP2, cAMP TR-FRET; cells stimulated with saturating PGE2 | inhibition, % at 25 µM | 0.52% of 260,000 active;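 active means percent inhibition above 40 after rounding to a whole number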;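 further: rat C6 glioma host cells with rolipram phosphodiesterase inhibitor present; the protocol text gives 20 µM as final concentration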
Target sequence (P43116 whole entry, looked up): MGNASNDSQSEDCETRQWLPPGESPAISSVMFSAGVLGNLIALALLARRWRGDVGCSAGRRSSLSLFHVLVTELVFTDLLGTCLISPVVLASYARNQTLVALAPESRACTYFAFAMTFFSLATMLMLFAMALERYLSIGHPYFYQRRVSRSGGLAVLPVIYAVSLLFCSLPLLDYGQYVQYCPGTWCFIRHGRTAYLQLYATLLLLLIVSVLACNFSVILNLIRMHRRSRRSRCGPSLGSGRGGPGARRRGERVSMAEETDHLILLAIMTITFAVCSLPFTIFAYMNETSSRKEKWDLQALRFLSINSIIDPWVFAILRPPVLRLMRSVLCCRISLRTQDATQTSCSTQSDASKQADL
TbHK1 inh: blocks Trypanosoma brucei hexokinase 1 activity; AID 1430; inhibition, % at 10 µM; 0.11% of 220,000 active; recombinant TbHK1, G6PDH-coupled NADH A340;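 active means inhibition of 50% or more in the single-dose primary screen; inactive means inhibition below 50%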
EP2 modulator: modulators of human EP2 prostaglandin E2 receptor | EP2-expressing cells, cAMP HTRF FRET, PGE2 co-stimulation | P43116 | 0.83% of 260,000 active | induction, % at 25 µM;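 active means compounds whose cAMP rise, as percent of the full-agonist control response, exceeds 60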;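 further: rat C6 glioma line stably carrying human EP2 under a CMV promoter; the protocol text gives 20 µM as final concentration; 100% = response of wells given 1 µM PGE2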
Numbers without * were called inactive; i = inactive; . = no result given; & = joins results of further samples; [ ] = another dose, or the depositor's remark.

SMILES	m-calpain inh	Rad51 HR inh	Hck-Nef inh	zVAD death inh	14-3-3 Bad inh	eIF4E-4G inh	PGE2 EP2 inh	TbHK1 inh	EP2 modulator
COc1ccc(C(=O)Nc2ccccc2C(=O)NCc2ccco2)cc1OC	-1	6	-6	1.9	-6[fluorescence artefact?]	2	13&15	1	18&3
COc1cccc(NC(=S)NNC(=O)C(C)n2nc(C)c([N+](=O)[O-])c2C)c1 (stereo not drawn)	24	5	0	-0.3	-17	-4	8	1	-8
CCS(=O)(=O)N1CCCC(C(=O)NCCc2ccc(C)cc2)C1 (stereo not drawn)	-8	.	4	.	6[fluorescence artefact?]	1[fluorescence artefact?]	6	4	14
O=C(/C=C/c1cnc2ccccc2n1)NC12CC3CC(CC(C3)C1)C2	18	9	2	68	6	0	12	-17	-2
CC1CN(C(=O)Cn2c(C(F)(F)F)nc3ccccc32)CC(C)O1 (stereo not drawn)	2	-6	3	0.3	-8	0	8	-10	14
COCC(C)N1C(=O)Cc2c1nc(N)c1c(N)nc(N3CCN(c4ccccc4F)CC3)c(C#N)c21 (stereo not drawn)	i	-1	5	1.3	-20	-1	15	-3	-70
Cc1cccc(-n2c(SCC(=O)N3CC(=O)Nc4ccccc43)nc3ccccc3c2=O)c1	-127	8	-14	-0.8	-3	-5	6	-2	-17
COc1ccc(NC(=S)N2CCN(c3ccc([N+](=O)[O-])cc3)CC2)cc1OC	25	3	25	-0.1	-6	2	6	-2	-70
COc1ccc(NC(=O)CCc2nc3ccccc3[nH]2)cc1	0	3	0	2.0	-1	0	7	2	-1
COCCCN(C(=S)Nc1cccc(Cl)c1)C(C)c1ccncc1 (stereo not drawn)	-6	-7	1	0.2	-13	1	7	34	4

Of the compounds above, 4 contain an aryl methoxy group.
SMILES	m-calpain inh	Rad51 HR inh	Hck-Nef inh	zVAD death inh	14-3-3 Bad inh	eIF4E-4G inh	PGE2 EP2 inh	TbHK1 inh	EP2 modulator
COc1ccc(C(=O)Nc2ccccc2C(=O)NCc2ccco2)cc1OC	-1	6	-6	1.9	-6[fluorescence artefact?]	2	13&15	1	18&3
COc1cccc(NC(=S)NNC(=O)C(C)n2nc(C)c([N+](=O)[O-])c2C)c1 (stereo not drawn)	24	5	0	-0.3	-17	-4	8	1	-8
COc1ccc(NC(=S)N2CCN(c3ccc([N+](=O)[O-])cc3)CC2)cc1OC	25	3	25	-0.1	-6	2	6	-2	-70
COc1ccc(NC(=O)CCc2nc3ccccc3[nH]2)cc1	0	3	0	2.0	-1	0	7	2	-1

(list continues)
SMILES	m-calpain inh	Rad51 HR inh	Hck-Nef inh	zVAD death inh	14-3-3 Bad inh	eIF4E-4G inh	PGE2 EP2 inh	TbHK1 inh	EP2 modulator
c1ccc2c(c1)CC1(CCCC1)N=C2N1CCOCC1	5	12	16	0.6	-1	-3	6	-4	19
COc1ccc(N2CC(C(=O)Nc3ccc(S(=O)(=O)Nc4nccs4)cc3)CC2=O)cc1 (stereo not drawn)	-13	3	15	0.7	-3	-4	4	-4	20
Fc1ccc2nc(Nc3nc4c(F)cc(F)cc4s3)sc2c1	-59	-1	4	5.4	14[fluorescence artefact?]	-12	5	-8	-2
Nc1nc(-c2ccco2)nn1C(=O)c1ccc([N+](=O)[O-])cc1	-31	-4	21	1.6	-24	0	3	1	13
CCC(=O)NC(NC(=S)Nc1c(C)n(C)n(-c2ccccc2)c1=O)C(Cl)(Cl)Cl (stereo not drawn)	-9	0	1	0.7	2	-5[fluorescence artefact?]	-1	6	4
CCN(CC)S(=O)(=O)c1csc(C(=O)NCc2ccccc2)c1	9	-1	1	0.6	-2	-5	6&5	3	-22&-8
c1ccc2c(Nc3ccc4c(c3)OCCO4)c3c(nc2c1)CCCC3	24	.	-19	0.3	-1	3	5	-22	-27
CCOc1ccc(S(=O)(=O)Nc2nc3ccccc3nc2-n2ccc(=NC(=O)c3ccccc3C)cc2)cc1	-12	.	1	1.0	-63	-66	12	-13	6
CCc1c(C(=O)Nc2ccccc2)c(C)[nH]c(=S)c1C#N	-1	-6	1	-0.5	5	4	5	-21	-8
O=C(Nc1ccccc1)C(=O)Nc1ccccn1	4	.	2	0.1	-5	12	14	1	-11
CC(=O)c1cccc(NC(=O)N2CCCC2C(=O)Nc2cc(C)ccc2C)c1 (stereo not drawn)	2	-6	1	2.0	5	-1	9	-10	21
CCOc1ccc(/C=N/NC(=O)c2ccccc2NC(=O)c2ccc(OC)cc2)cc1	-9	-2	1	0.7	-15	3	6	3	7
CCOc1ccccc1Oc1c(C)oc2cc(OC(=O)c3ccco3)ccc2c1=O	i	-2	-2	0.3	3[fluorescence artefact?]	-4	17	5	23
Cc1ccccc1-c1noc(-c2ccccc2F)n1	-8	4	-2	-0.5	-5	-11[fluorescence artefact?]	8	-7	32
Cc1cc(O)c(/C=N/c2ccccn2)c(=O)o1	-3	-11	-1	1.2	-4	2	21	2	21
O=C(CSc1c2c(nc3cc(Cl)ccc13)CCCC2)NCCN1CCOCC1	-22	15	6	-0.8	-10	-5	8	-8	19
CCOc1ccc2[nH]c(=O)c(CN(Cc3cccs3)Cc3nnnn3C(C)(C)C)cc2c1	0	2	1	0.2	5	5	8	3	-4
CCOc1ccc2nc(Cl)c(C3CC(c4ccccc4)=NN3C(=O)c3ccco3)cc2c1 (stereo not drawn)	-7	1	4	1.2	24	23[fluorescence artefact?]	12	-2	21
CS(=O)(=O)N(CC(=O)NCCSCc1ccco1)c1ccc(Cl)cc1	-24	-1	19	2.5	-8	-7	5	-5	4
COCCn1c(N)c(C(=O)NCc2cccs2)c2nc3ccccc3nc21	i	6	44	14	15[fluorescence artefact?]	-18	8	-10	59
CS(=O)(=O)N(CC(=O)NC1CCCCCC1)Cc1ccc(Cl)cc1	-16	1	-1	-0.9	-10[fluorescence artefact?]	-2	5	-3	-2
CC(=O)Oc1ccc(N2C(=O)C3C4C=CC(O4)C3C2=O)cc1 (stereo not drawn)	26	-5	0	2.7	-5	-1	.	-11	5
CN(Cc1nc2ccccc2n1C)C(=O)c1cccs1	16	3	1	-0.1	-5	2	6	1	3
c1ccc(COn2c(-c3ccccc3)nc3c2CCc2nonc2-3)cc1	-11	.	1	1.6	5	8	16	-4	32
CC12CN3CC(C)(CN(C1)C3c1ccc(Br)cc1)C2 (stereo not drawn)	-15	-6	2	-0.1	7	-12	13	0	37
O=C(NC1CCN(Cc2nnnn2CCc2ccccc2)CC1)c1ccccc1F	18	-5	0	0.0	11	-6	-1	1	-30
CN(C)CCCCOc1cccc(Br)c1	20	-3	-1	-0.3	23	-2	6	-3	6
O=c1c(Cc2ccc(Cl)cc2)c(O)ccn1Cc1ccccc1	-5	2	0	-0.1	-9	2	14	2	38
CCc1nc(Nc2ccc(N3CCN(C(C)=O)CC3)cc2)c2oc3ccccc3c2n1	13	7	2	1.2	49[fluorescence artefact?]	0	18	-35	-24
Cc1noc(COc2ccccc2OCC(O)CNC(C)(C)C)n1 (stereo not drawn)	3	-2	-1	-0.6	12	0	6	2	26
Cc1cccc(N(CC(=O)NCCSCc2ccccc2)S(C)(=O)=O)c1C	-28	.	-4	-0.7	-5	0	4	-4	7
c1ccc2c(c1)CCCC2NC1=NCCC1 (stereo not drawn)	-28	-1	-2	0.9	3	0[fluorescence artefact?]	5	-1	6
COc1ccc(S(=O)NC2CCCCC2)c(OC)c1C (stereo not drawn)	-2	-2	0	0.1	3[fluorescence artefact?]	1[fluorescence artefact?]	8	-2	7
O=C(CN1C(=O)CCC1=O)Nc1ccc(Br)cc1	-4	-4	0	1.4	-5[fluorescence artefact?]	-6	5	-8	-3
COc1cc(OC)cc(-c2nnc(SCC(=O)N(C(C)C)C(C)C)o2)c1	-11	-1	1	-0.1	9	4	10&7	-12	-5&-39
N#Cc1ccccc1NC(=O)COC(=O)COc1ccccc1[N+](=O)[O-]	-18	6	30	1.5	-7	-3	6	1	-1
CCn1cc(C2=NOC(C(=O)O)C2)c(C)n1 (stereo not drawn)	1	3	-3	1.4	-3	4	3	0	11
COCCOc1ccc(C(F)(F)F)cc1NC(=O)c1ccc(F)cc1	5	-3	2	-0.3	1	-5	9	-4	8
CCN(c1ccccc1)S(=O)(=O)c1ccc(OC)c(NC(=O)c2cccs2)c1	28	-8	19	0.1	-1	0	5	-4	-1
CON(C)c1nc(NCC(C)C)nc(OCC#N)n1	-3	3	0	0.2	-9	-1	9	4	8
CC(=O)N(C1=C(O)c2ccccc2C(=O)C1=O)C1CCCCC1	-9	7	0	0.8	59	2	7	3	12
Cc1ccc2[nH]c3c(=O)n(N)c(=O)[nH]c3c2c1	-115	-12	27	0.0	-16	0	7	-15	-33
CCN(CC)Cc1c(O)ccc2c(-c3ccccc3)cc(=O)oc12	-207	1	4	0.9	6	2	11	-14	8
CCCCN(CCCC)CCCNC(=O)c1ccc2nc(-c3ccccc3NC(C)=O)c(=O)[nH]c2c1	-30	-13	3	0.8	-4	1	5	-17	6
Cc1ccc(C(=O)OCc2nnc(-c3ccccc3)o2)o1	-334	-3	0	0.0	10[fluorescence artefact?]	1[fluorescence artefact?]	6	7	-2
O=S(=O)(NCCc1cn2ccccc2n1)c1ccc(F)c(C(F)(F)F)c1	-4	-9	20	0.2	13[fluorescence artefact?]	0	11	1	-15
CCNc1nc(NCC)nc(OCCNS(=O)(=O)c2ccccc2)n1	0	-1	18	0.9	1	-2	6	4	-7
COc1ccc(C(=O)NCCN2CCOCC2)c(OC)c1OC	-7	.	1	0.5	-4	6	4	-8	18
CC(C)CCNC(=O)c1cccc(S(=O)(=O)N2CCc3ccccc32)c1	17	0	-22	1.2	-2	-6	10	4	26
Cc1nc(-c2ccc(Cl)cc2)sc1C1(C)CC(c2c(Cl)cccc2Cl)=NO1 (stereo not drawn)	26	-4	12	-0.5	-1	-1	15	-22	9

Continued:
SMILES	m-calpain inh	Rad51 HR inh	Hck-Nef inh	zVAD death inh	14-3-3 Bad inh	eIF4E-4G inh	PGE2 EP2 inh	TbHK1 inh	EP2 modulator
CC(C)=CCc1c(O)c(CC=C(C)C)c2occ(-c3ccc(O)cc3)c(=O)c2c1O	-11	8	30	0.1	0	-18	14	5	0
O=C(Nc1c(C(=O)N2CCOCC2)cnn1-c1ccccc1)c1ccccc1	-23	8	-3	-0.8	-5	-1	13	0	11
COc1ccccc1N1C(=O)C2CC=CC(C)C2C1=O (stereo not drawn)	25	2	-1	1.7	-13	-8	6	0	5
CSC(=O)CC(=O)NC(=O)c1ccccc1	-1	10	1	-0.6	-6	-9	5	-4	-16
CC(=O)NN1C(=O)/C(=C\c2ccc(Br)o2)SC1=S	19	.	-7	.	-10	4	4	-10	24
Cc1nc(-c2cccc(-c3noc(C)n3)c2)no1	19	5	-1	-0.4	-11	13	5	2	-1
CSc1ccc(/C=N/NC(=O)c2ccccc2Cl)cc1	-13	.	4	3.3	-7	0	13	-27	-46
COC(=O)c1cc2ccsc2n1CC(=O)NCC1CCCO1 (stereo not drawn)	7	-4	0	1.0	7	-5	16	-10	13
Cc1ccc(S(=O)(=O)N2CCN(C(=O)CSc3nccn3C)CC2)cc1	-5	13	19	0.5	0	3	5	-7	11
Cc1ccc(O)c(C(=O)c2cc(C#N)c(=O)n(-c3c(C)n(C)n(-c4ccccc4)c3=O)c2)c1	-4	-2	-1	-0.2	-17	-3	4	-22	15
Cn1nc(C(=O)OCCN2C(=O)c3ccccc3C2=O)c2ccccc2c1=O	-12	-1	0	-0.2	-13	-2	8	6	-8
Nc1ccc[n+](Cc2ccccn2)c1	-90	.	0	0.0	-15	1	9&12	-6	-67&12

Bioassay records as filed in PubChem BioAssay.

The list is partial (hit frequency here may not be typical).
